BAP1 inh: inhibitors of BAP1 deubiquitinase, primary screen, biochemical, Ub-AMC fluorescence, kinetic; Ubiquitin carboxyl-terminal hydrolase BAP1 (Homo sapiens), Q92560; recombinant BAP1, Ub-AMC hydrolysis fluorescence kinetic; hits give low values; activity remaining (% of control), % at 20 µM; actives 0.48% (n = 72,000); AID 436, 2006;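 active means activity remaining at or below 50% of control, provided the compound also passes the data quality filters; inactive means the rest, including low values that fail the filters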;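 further: 100% = DMSO wells rate and 0% = substrate alone blank rate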
HePTP inh: inhibitors of human HePTP phosphatase, primary screen, biochemical, absorbance, leukemia target. inhibition, % at 20 µM. recombinant HePTP phosphatase activity, OD absorbance. actives 0.64% (n = 110,000); in the data active means inhibition above about 50%;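 further: plate controls were vehicle for no effect and reference inhibitor for full effect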
Target sequence (P35236 whole entry, looked up): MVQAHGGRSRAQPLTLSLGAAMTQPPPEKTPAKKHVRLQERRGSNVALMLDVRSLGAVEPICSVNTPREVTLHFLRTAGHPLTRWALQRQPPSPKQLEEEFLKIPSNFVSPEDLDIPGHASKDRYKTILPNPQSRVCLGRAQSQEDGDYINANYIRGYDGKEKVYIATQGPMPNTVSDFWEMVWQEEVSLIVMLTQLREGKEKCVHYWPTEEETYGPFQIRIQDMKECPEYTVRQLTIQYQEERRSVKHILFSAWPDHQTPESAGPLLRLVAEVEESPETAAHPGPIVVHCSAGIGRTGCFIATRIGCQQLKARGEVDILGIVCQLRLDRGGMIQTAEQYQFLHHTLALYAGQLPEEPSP
* hit, by the source's call; i = inactive; · = no result given; & = joins results of further samples.

canonical_smiles	HePTP inh	BAP1 inh
CCCc1nnc(NC(=O)CCC(=O)N2CCCCC2CC)s1 (stereo not drawn)	3.8	107.3
COc1ccc(S(=O)(=O)NC(C)C2C3CC4CC(C3)CC2C4)cc1 (stereo not drawn)	4.3	·
CCOc1ccccc1NC(=O)c1cc2ccccc2oc1=O	·	96.7
Cc1ccc(-c2nnc(SCC(=O)O)n2N)cc1	3.4	100.6
COCCn1c(COc2ccc(C)cc2)nc2ccccc21	11.3	108.8
CCOC(=O)Cn1cc(-c2ccccc2)nn1	-2.7	94.8
CCOC(=O)c1c(NC(=O)CC2SC(N)=NC2=O)sc2c1CCCC2 (stereo not drawn)	2.9	·
Cc1ccc(NC(=O)CN2CCOCC2)c(C(=O)c2ccccc2)c1	1.8	·
COc1ccccc1C(=O)N1CCN(Cc2ccccc2Br)CC1	5.3	·
CCOc1ccc(N(CC(=O)N2CCN(c3ccccc3)CC2)S(=O)(=O)c2c(C)noc2C)cc1	5.6	77.9
O=C(Cn1nnc(-c2ccncc2)n1)N(C1CCCCC1)C1CCCCC1	4.6	91.4
CC1=C(C(=O)OCC(F)(F)F)C(c2cccc(Cl)c2)NC(=O)N1 (stereo not drawn)	-14.2	·
CC(C)C1Cc2c(C#N)c(N)n(C)c(=S)c2CO1 (stereo not drawn)	5.4	118.0
O=C1C(Cl)=C(N2CCOCC2)C(=O)N1c1ccccc1Cl	-0.4	91.1
Cc1ccccc1NC1(c2ccccc2Cl)C(=O)c2ccccc2C1=O	0.5	·
O=C(CSc1nnc(-c2ccccc2)c(-c2ccccc2)n1)N1CCOCC1	1.5&6.5	100.0&90.8
CCOc1cc(/C=N/NC(=O)CSc2nnc(-c3ccccc3)n2-c2ccccc2)ccc1O	1.6	·
CC(=O)c1ccc(Oc2cc(C)nc(-n3nc(C)cc3C)n2)cc1	9.5	109.4
C=CCN1C(=O)/C(=C\c2cc(Br)c(OCc3ccc(F)cc3)c(OC)c2)SC1=S	-2.3	·
CCOC(=O)C1CCN(c2ncnc3c2[nH]c2cccc(OC)c23)CC1	2.1	i
CCOC(=O)CCc1c(C)c2ccc(OCC(=O)OC(C)C)cc2oc1=O	-0.9	337.8
CCn1c2ccccc2c2cc(CN3CCN(Cc4cccc(OC)c4)CC3)ccc21	0.5	·
COc1cc(C(=O)NC2=NCCS2)ccc1OCc1c(C)noc1C	4.3	110.9
COc1cc(C(=O)N/C(=C/c2ccc(N(C)C)cc2)C(=O)Nc2ccc(C)cc2)cc(OC)c1OC	0.6	·
COc1cccc(-n2c(SCC(=O)NC3CCCCC3)nc3n[nH]c(C)c3c2=N)c1	12.2	89.7

Following part:
canonical_smiles	HePTP inh	BAP1 inh
CCOc1ccc(N(CC(=O)NCCSc2ccccn2)S(C)(=O)=O)cc1	26.0&-4.8	100.4
CN(C)c1ccc(/C=C2\SC(N3CCN(C(c4ccccc4)c4ccccc4)CC3)=NC2=O)cc1	6.4	·
Cc1ccc(C(c2nnnn2Cc2cccs2)N2CCN(C(=O)c3ccco3)CC2)cc1 (stereo not drawn)	1.2	88.0
CC(=O)N1CCN(c2ccc(NC(=O)c3cc(Cl)ccc3Cl)cc2)CC1	10.5	·
COc1ccc(C2CC(=O)C3=C(C2)Nc2ccccc2NC3c2cc(Br)ccc2OC)cc1 (stereo not drawn)	2.9	·
COc1ccc(OC)c(NC(=O)c2ccccc2[N+](=O)[O-])c1	-11.5	·
COC(=O)c1[nH]c2ccc(C)cc2c1NC(=O)CN1CCC(C)CC1	2.6	70.9
COc1ccc(CNC(=O)C2CCCN(S(=O)(=O)c3cnc[nH]3)C2)cc1 (stereo not drawn)	7.8	95.9
Oc1[nH]c2ccccc2c1N=Nc1nc(-c2ccccc2)c2cc(Br)ccc2n1	3.0	·
O=C(Cc1ccc(S(=O)(=O)N2CCCC2)s1)Nc1nc2c(s1)CCCC2	12.5	·
Nn1c(SCC(=O)Nc2ccc3c(c2)OCCO3)nnc1-c1ccccn1	8.7	105.2
NC(N)=N/N=C/c1c(Cl)cccc1Cl	·	90.1
Cc1ccc(C(=O)O)cc1NC(=O)CCCC(=O)O	-1.4	·
CC12CCC(C(=O)N(c3cccc(O)c3)C1=O)C2(C)C (stereo not drawn)	7.1	·
S=c1[nH]nc(COc2ccc(Cl)cc2)o1	2.6	99.2
COc1ccc2nc(NC(=O)Cc3ccccc3)sc2c1	4.1	·
CCC(C)(C(=O)NC1CCCC1)N(C(=O)c1cnccn1)c1c(C)n(C)n(-c2ccccc2)c1=O (stereo not drawn)	-6.5	69.2
O=c1c2ccccc2c(-c2ccccc2)nn1-c1cc(N2CCN(CCO)CC2)ccc1[N+](=O)[O-]	3.4	·
Cc1ccc(-c2csc(NC(=O)c3cccc([N+](=O)[O-])c3)n2)cc1	1.0	·
CCn1c(SCC(=O)Nc2cccc(NC(C)=O)c2)nnc1C(C)C	3.6	91.4
O=C1NN(c2ccccc2)C(=O)/C1=C\c1cccs1	21.4	·
COc1ccc(N2C(=O)c3ccccc3NC2c2ccc(Br)cc2)cc1 (stereo not drawn)	4.8	·
Cc1ccc(C)c(NC(=O)c2ccc(-c3cccc(Cl)c3C)o2)c1	8.5	·
Cc1cc(C(=O)CSc2nc3ccccc3c(=O)[nH]2)c(C)n1C	3.4	94.9
O=C(c1ccco1)N1CCN(C(c2ccccc2F)c2nnnn2Cc2cccs2)CC1 (stereo not drawn)	10.6	113.8

The results go on:
canonical_smiles	HePTP inh	BAP1 inh
CCNC(=O)CCCOc1ccc(Cl)cc1Cl	-0.3	98.7
Cc1cc(C)cc(N2C(=O)CSC2c2ccc(Br)cc2)c1 (stereo not drawn)	·	66.0
O=C(c1ccc2c3c(cccc13)C(=O)N(O)C2=O)N1CCCCC1	7.5	94.6
Cc1nn2c3ccccc3n(C)c2c1C(=O)NN	-7.5	·
COc1cc(C2Nc3ccccc3C(=O)N2Cc2ccccc2)cc(OC)c1OC (stereo not drawn)	-9.1	·
CC1CC(N(C(=O)C2CC2)c2ccccc2)c2ccccc2N1C(=O)C1CC1 (stereo not drawn)	2.5&-1.2	93.2&166.0
CCCc1nnc(NC(=O)CC(=O)OCC)s1	9.5	94.0
O=C(CSc1ccccn1)Nc1ccc2c(c1)C(=O)c1ccccc1C2=O	105.2*	·
Cc1cc2oc(=O)c3c(c2cc1OC(=O)c1ccco1)CCCC3	-1.2	·
COC(=O)c1c(C)oc(C)c(C(=O)OC)c1=O	7.6	95.8
CC1=C(C(=O)OC(C)C)C(c2ccc(C)s2)NC(=O)N1C (stereo not drawn)	1.8	·
COc1ccc(C2=NN(C(=O)c3ccccc3Br)C(c3cccc([N+](=O)[O-])c3)C2)cc1 (stereo not drawn)	·	64.1
CC(=O)NCCn1c(SCC(=O)OCc2ccccc2)nc2ccccc2c1=O	1.1	64.1
COc1ccc(-c2cc(NCc3ccccn3)n3ncnc3n2)cc1	8.4	·
CC(C)Cc1nc2oc3c(N4CCN(C)CC4)ncnc3c2c2c1CCCC2	13.0	106.1
O=C(COc1ccc2ccccc2c1)Nc1cccc(Cl)c1Cl	-0.8	·
Cc1csc2nnc(N)n12	23.6	120.4
Cc1cccc(NC(=O)COc2ccccc2)c1	9.0	84.1
CC(C)(C)Oc1ncc(Br)c(OC(C)(C)C)n1	6.2	105.5
COc1ccc(/C=C2\C(=O)NC(=O)N(c3cc(C)cc(C)c3)C2=O)cc1[N+](=O)[O-]	-9.8	·
Cc1cc(NC(=O)c2ccccc2C)ccc1NC(=O)c1cccs1	1.5	·
COc1ccc(OC)c(-n2c(-c3cccc(O)c3)n[nH]c2=S)c1	4.6	77.7
CN(c1ccc(C(=O)N2CCc3ccccc3C2)cc1)S(C)(=O)=O	3.8	86.4
Cn1nnc(NC(=O)c2cccc(F)c2)n1	5.1	87.9
Cc1ccc2nc(-c3cccc(NC(=O)c4cccs4)c3)oc2c1	4.6	·

The last 5 compounds of the part above come first, to join the parts:
canonical_smiles	HePTP inh	BAP1 inh
Cc1cc(NC(=O)c2ccccc2C)ccc1NC(=O)c1cccs1	1.5	·
COc1ccc(OC)c(-n2c(-c3cccc(O)c3)n[nH]c2=S)c1	4.6	77.7
CN(c1ccc(C(=O)N2CCc3ccccc3C2)cc1)S(C)(=O)=O	3.8	86.4
Cn1nnc(NC(=O)c2cccc(F)c2)n1	5.1	87.9
Cc1ccc2nc(-c3cccc(NC(=O)c4cccs4)c3)oc2c1	4.6	·
CCCCOC(=O)c1cccc(NC(=O)c2ccccc2OC)c1	·	55.0
CCC(C(=O)Nc1ccc2c(c1)OCCO2)c1ccccc1 (stereo not drawn)	4.4	·
O=C(CC1Sc2ccccc2NC1=O)Nc1ccc(O)cc1 (stereo not drawn)	6.4	·
CN(C)S(=O)(=O)c1ccc2c(c1)C(CC(=O)O)NC2=O (stereo not drawn)	10.4	103.2
O=P(CCCO)(c1ccccc1)c1ccccc1	6.9	·
COc1ccc(-c2nnc(Sc3nc4ccccc4o3)c3ccccc23)cc1	·	117.4
O=C(c1cn(-c2ccccc2)nc1-c1ccccc1)N1CCOCC1	1.0	97.3
Cc1noc(C)c1S(=O)(=O)N1CCCC(C(=O)NCCC2=CCCCC2)C1 (stereo not drawn)	2.1	100.8
CCOc1cc(/C=C2\C(=O)NC(=S)N(c3ccc(Br)cc3)C2=O)ccc1O	-5.4	·
COc1ccc(S(=O)(=O)N/N=C/c2cn(Cc3ccccc3)c3ccccc23)cc1	-11.9	·
Cc1ccc(CCC(=O)Nc2ccc([N+](=O)[O-])cc2)o1	-4.5	·
Cc1oc2ccc(OC(=O)c3ccc([N+](=O)[O-])cc3)cc2c1C(=O)OC(C)C	8.5	·
COc1ccc2sc(C)nc2c1NC(C)=O	-1.8	106.1
COc1ccccc1/C=N/NC(=O)C1CC(=O)N(c2ccccc2)C1 (stereo not drawn)	-2.4	·
Cc1ccc(S(=O)(=O)c2nc(N)sc2Cl)cc1	-4.5	70.0
COCCN1Cc2cccc(C(=O)Nc3c(C)cc(C)cc3C)c2C1=O	9.9	105.1
O=C(/C=C/c1cccc([N+](=O)[O-])c1)NCCC12CC3CC(CC(C3)C1)C2	8.4	·
CC(=O)/C(C[N+]1(C)CCCCC1)=N\O	10.3	98.5
O=C(Nc1ccccc1)N(C1=NCCCCS1)c1ccccc1	2.3	95.0
CN1CCN(C(=O)c2nn3c(C(F)(F)F)cc(-c4ccco4)nc3c2Cl)CC1	5.0	·
Cc1ccc(-c2csc(NC(=O)c3ccc(C)c(C)c3)n2)cc1	2.0	·
COc1ccc2c(c1)N(C(=O)CSc1n[nH]c(C)n1)C(C)(C)C=C2C	-0.2	114.3
CCOC(=O)c1cnc(-c2ccccc2)nc1NC	8.5	·
C=CCNC(=O)C1CC(c2cccc(OC)c2)=NO1 (stereo not drawn)	3.5	86.2
COc1ccc(N2CSC3=C(C#N)C(c4ccc(OC)c(OC)c4)CC(=O)N3C2)c(OC)c1 (stereo not drawn)	-7.1	82.7
O=C(c1cccnc1)N1CCC(c2nc3ccccc3[nH]2)CC1	0.6	108.1
COc1ccccc1NC(=O)C(C)NS(=O)(=O)c1ccccc1 (stereo not drawn)	-4.4	132.4
CCc1cccc(NC(=O)Nc2cccs2)c1	8.7	84.4

Part of the list above in order of molecular weight, smallest number first.
canonical_smiles	HePTP inh	BAP1 inh
Cc1ccc(C(=O)O)cc1NC(=O)CCCC(=O)O	-1.4	·
Cc1cc2oc(=O)c3c(c2cc1OC(=O)c1ccco1)CCCC3	-1.2	·
Cc1oc2ccc(OC(=O)c3ccc([N+](=O)[O-])cc3)cc2c1C(=O)OC(C)C	8.5	·
COc1ccc(-c2nnc(Sc3nc4ccccc4o3)c3ccccc23)cc1	·	117.4
COc1ccc(/C=C2\C(=O)NC(=O)N(c3cc(C)cc(C)c3)C2=O)cc1[N+](=O)[O-]	-9.8	·
CN(C)c1ccc(/C=C2\SC(N3CCN(C(c4ccccc4)c4ccccc4)CC3)=NC2=O)cc1	6.4	·
